Screening results deposited in PubChem BioAssay by several laboratories.
GSK3 alpha inh: blockers of GSK3A enzyme activity – biochemical, luminescence, cell-free homogeneous, HTS, primary screen; Glycogen synthase kinase-3 alpha (Homo sapiens), P49840; GSK-3 alpha kinase, ADP-Glo luminescence, 60 min; actives 0.1% (n = 320,000); inhibition, % at 10 µM;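 in the data active = inhibition above about 50%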;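 also: GST-tagged GSK-3 alpha with peptide substrate and 25 µM ATP; 0% = DMSO neutral wells and 100% = GW8510 positive control wells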
PolyA inh: polyadenylation inhibitors in yeast reporter cells, primary screen, luminescence, S. cerevisiae | S. cerevisiae SKY197-pL101 polyadenylation reporter, beta-gal luminescence; efflux-impaired pdr1/pdr3 knockout yeast; score 100 = 6 SD above DMSO | calls only at 12 µM | actives 0.02% (n = 300,000) | AID 1875, 2009;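 active = lowest replicate activity score at least 50, where 100 means six control SD above control mean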;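 also: yeast exposed to compound for 9 h at 30 °C; higher score means more reporter readthrough which indicates perturbed polyadenylation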
RGS4 pot: RGS4 potentiators or activators, primary screen, cell-based, HEK293 M3R inducible RGS4, calcium flux; carbachol calcium flux Fluo4; hits give low values; actives 0.92% (n = 310,000); B-score at 10 µM;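 active = B-score of the integrated calcium signal more than 4 SD below the library mean, with starting fluorescence not abnormally high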;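 also: negative B-score means reduced calcium response which marks RGS4 activation or potentiation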
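Assay system: Inducible-RGS4 HEK293 cells carrying M3 receptor | Schedule: Compound preincubation 20 min at room temperature before agonist | Signal: Kinetic calcium fluorescence imaging with Fluo4-AM dye, 2 µM | Read-out basis: B score from integrated fluorescence ratio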
KCNK9 inh: KCNK9 potassium channel inhibitors, primary screen, HEK293 cells, thallium flux; FluxOR thallium flux fluorescence; hits give low values; actives 1.2% (n = 310,000); B-score at 10 µM;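 active = ratio B-score over 3 SD below the library mean, with starting fluorescence within 5 SD of its mean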;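 also: negative B-score means less thallium flux so channel inhibition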
DYRK1A inh: rat Dyrk1A kinase inhibitors, primary screen, biochemical, single point, plate reader; inhibition, % at 12.5 µM; AID 504441, 2011; ADP-Glo luminescence, NFATc1 peptide; actives 0.43% (n = 310,000); Dual specificity tyrosine-phosphorylation-regulated kinase 1A (Rattus norvegicus), Q63470; in the data active = inhibition above about 50%;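 also: plate controls were vehicle with enzyme for no effect and no enzyme for full effect; many of its hits are not listed in these tables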
KCNQ1 inh: inhibitors of human KCNQ1 channel, primary screen, cell-based, thallium flux, high-throughput. Potassium voltage-gated channel subfamily KQT member 1 (Homo sapiens), P51787. CHO-K1 KCNQ1, FluxOR thallium flux fluorescence; hits give high values. B-score at 10 µM. actives 1.3% (n = 310,000);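 active = compounds whose thallium flux B-score, printed positive for inhibition, exceeds three library SD while starting fluorescence stays within three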;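 also: channel opened by potassium depolarization with thallium stimulus after 20 min compound exposure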
Target sequence (P51787 whole entry, looked up): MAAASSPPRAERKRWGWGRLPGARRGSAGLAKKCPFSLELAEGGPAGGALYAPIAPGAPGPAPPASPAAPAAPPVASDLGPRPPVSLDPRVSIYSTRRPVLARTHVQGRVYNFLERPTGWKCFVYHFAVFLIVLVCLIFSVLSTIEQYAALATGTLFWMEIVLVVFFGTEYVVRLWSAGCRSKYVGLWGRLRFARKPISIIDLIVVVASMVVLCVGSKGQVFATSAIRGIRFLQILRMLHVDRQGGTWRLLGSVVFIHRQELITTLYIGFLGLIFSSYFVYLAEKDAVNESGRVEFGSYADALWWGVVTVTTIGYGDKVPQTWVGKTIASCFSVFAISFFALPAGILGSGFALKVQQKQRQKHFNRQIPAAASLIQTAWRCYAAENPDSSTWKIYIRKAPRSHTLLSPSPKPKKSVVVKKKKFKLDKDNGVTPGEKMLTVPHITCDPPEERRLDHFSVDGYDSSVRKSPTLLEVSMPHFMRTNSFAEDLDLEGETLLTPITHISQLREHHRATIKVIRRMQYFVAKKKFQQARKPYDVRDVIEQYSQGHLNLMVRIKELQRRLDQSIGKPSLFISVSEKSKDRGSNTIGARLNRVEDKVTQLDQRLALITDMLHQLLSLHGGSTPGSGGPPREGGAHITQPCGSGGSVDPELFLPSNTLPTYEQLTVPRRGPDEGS
hERG rescue: hERG rescue from dofetilide block, primary screen, cell-based, CHO-hERG, FluxOR thallium flux, dofetilide IC70; Voltage-gated inwardly rectifying potassium channel KCNH2 (Homo sapiens), Q12809; dofetilide IC70 present; activation (rescue from dofetilide block), less the hit threshold, % at 10 µM; actives 0.51% (n = 310,000);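 active = activation above the mean of controls blocked by dofetilide plus 5 SD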;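 also: thallium influx through hERG after potassium depolarization seen as dye fluorescence rise; in these data hits start at about 4.7%; inactives centre near -7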
GSK3beta inhib: human GSK3beta kinase inhibitors, primary screen, biochemical, cell-free homogeneous, HTS. Glycogen synthase kinase-3 beta (Homo sapiens), P49841. GST-GSK3beta kinase, ADP-Glo luminescence, 60 min; hits give low values. activity score (negative = inhibition), % at 10 µM. actives 0.038% (n = 300,000). AID 2097, 2009;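 active = more than half of replicate wells score below -50%, meaning over 50% inhibition versus plate controls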;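 also: 0% = median DMSO wells and -100% = median GW8510 positive control wells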
Target sequence (P49841 whole entry, looked up): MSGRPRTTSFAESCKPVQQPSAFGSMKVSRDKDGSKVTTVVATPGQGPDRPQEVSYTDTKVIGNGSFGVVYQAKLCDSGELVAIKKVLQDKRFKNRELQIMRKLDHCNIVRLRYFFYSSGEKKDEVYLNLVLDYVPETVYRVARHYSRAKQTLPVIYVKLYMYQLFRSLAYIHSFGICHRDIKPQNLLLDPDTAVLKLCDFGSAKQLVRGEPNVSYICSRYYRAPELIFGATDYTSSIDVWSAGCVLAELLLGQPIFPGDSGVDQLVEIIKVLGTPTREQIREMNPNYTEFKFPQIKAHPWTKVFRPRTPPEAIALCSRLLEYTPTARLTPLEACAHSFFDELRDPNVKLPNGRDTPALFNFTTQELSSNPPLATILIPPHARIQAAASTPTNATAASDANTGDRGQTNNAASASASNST
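Assay system: GST-tagged human GSK3beta kinase, cell-free; Input: 1.6 ng GSK3beta; Medium: Tris/MgCl2 kinase buffer; Timing: 60 min enzyme reaction, room temperature; Signal: ADP-Glo luminescence quantifying ADP generated by kinase; Evaluation: score relative to plate controls; Benchmarks: DMSO neutral wells and GW8510 at 20 µM as positive.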
KCNQ1 pot: potentiators or activators of KCNQ1 channel, primary screen, cell-based, thallium flux, high-throughput. Potassium voltage-gated channel subfamily KQT member 1 (Homo sapiens), P51787. CHO-K1 KCNQ1, thallium flux FluxOR fluorescence; hits give high values. B-score at 10 µM. actives 0.35% (n = 310,000). AID 2648, 2010;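 active = fluorescence ratio B-score, a plate-corrected score, at least three library SD, with initial intensity B-score within 5 SD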
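Assay system: CHO-K1 cells stably expressing KCNQ1. Medium: assay buffer for compound exposure, DMSO matched across wells. Timing: 37 °C overnight plating, 90-min dark dye load, 20-min compound pretreatment. Signal: kinetic FluxOR fluorescence, 10 s baseline plus 110 s post-stimulus.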
KCNK3 inh: human KCNK3 channel inhibitors, primary screen, CHO cells, FluxOR thallium flux, B-score; Potassium channel subfamily K member 3 (Homo sapiens), O14649; FluxOR fluorescence; hits give low values; B-score at 10 µM; actives 0.84% (n = 340,000); AID 602410, 2012;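 active = B-score under library mean minus 4 SD, starting fluorescence ratio at most library mean plus 5 SD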;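 also: more negative B-score means stronger inhibition of thallium flux through KCNK3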
RGS4 block: RGS4 inhibitors, primary screen, cell-based, HEK293 M3R inducible RGS4, calcium flux. AID 463165, 2010. actives 0.45% (n = 310,000). Fluo-4 calcium flux; hits give high values; triggered by carbachol at its EC20. B-score at 10 µM. Regulator of G-protein signaling 4 (Homo sapiens), P49798;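 active = B-score, a plate-corrected calcium signal, over three deviations above library mean, with baseline fluorescence within five deviations of library mean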;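 also: RGS4 expression induced by doxycycline in cells with stable M3 receptor; B-score is computed from the integrated fluorescence ratio over baseline after carbachol; higher B-score means a larger calcium signal and so more RGS4 inhibition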
Numbers without * were called inactive; i = inactive; nt = no result given.

SMILES | GSK3 alpha inh | PolyA inh | RGS4 pot | KCNK9 inh | DYRK1A inh | KCNQ1 inh | hERG rescue | GSK3beta inhib | KCNQ1 pot | KCNK3 inh | RGS4 block
COc1cc(OC)cc(C(=O)NC2CCCN(Cc3ccc(Cl)cc3)C2)c1 (stereo not drawn) | -1 | i | i | i | 0 | i | -6 | 0 | i | i | i
O=C(NC1CC2CCCC(C1)N2Cc1ccco1)NC12CC3CC(CC(C3)C1)C2 (stereo not drawn) | 1 | i | i | i | -6 | i | -3 | 1 | i | i | i
O=C1c2ccccc2C(=O)N1CN(C(=O)COc1ccc(Cl)cc1Cl)c1cccc(F)c1 | -1 | i | i | i | -1 | i | -8 | 3 | i | i | i
COc1cc(NC(=O)c2ccc3c(c2)OCO3)ccc1NC(=O)C(C)C | 1 | i | i | i | -2 | i | -11 | 3 | i | i | i
COc1ccccc1N1CCN(CC(O)COc2ccc3c(c2)CCC3)CC1 (stereo not drawn) | -1 | i | i | i | 9 | i | -8 | 3 | i | i | i
NC(=S)N/N=C1\c2ccccc2-c2c(C(=O)O)cccc21 | 0 | i | i | i | 27 | i | -10 | 1 | i | i | i
CCSc1ncnc2c(C#N)c3n(c12)CCCCC3 | 5 | i | i | i | 24 | i | -3 | -1 | i | i | i
CN(C)CC(C)(C)CNS(=O)(=O)c1ccc(Cl)s1 | -1 | i | i | i | 0 | i | -6 | 0 | i | i | i
COc1ccc(CNC(=O)Cn2nc(C(F)(F)F)c3c2CCC3)cc1 | -1 | i | i | i | -7 | i | -14 | 5 | i | i | i
Cc1ccc(C(=O)Cn2nnc3ccccc32)cc1 | -2 | i | i | i | 5 | i | -11 | 1 | i | i | i
CN(CC(=O)NCc1cccs1)S(=O)(=O)c1cccc2nsnc12 | 2 | i | i | i | 1 | i | -6 | -6 | i | i | i
COc1cc(SC)ccc1C(=O)Nc1cccc(S(=O)(=O)NC2=NCCCCC2)c1 | -1 | i | i | i | 6 | i | -13 | 4 | i | i | i
NC(=O)c1ccc(NC(=O)COc2cccc3c2CCNC3=O)cc1 | nt | i | i | i | 1 | i | -2 | -3 | i | i | i
Nc1c(C(=O)NCc2ccccc2)nnn1Cc1cccc(Cl)c1 | -1 | i | i | i | 16 | i | -9 | 0 | i | i | i
Cc1ccc2nc(N(CCCN(C)C)C(=O)c3ccc(S(=O)(=O)N4CCOCC4)cc3)sc2c1 | 0 | i | i | i | 2 | i | -3 | -1 | i | i | i
O=[N+]([O-])c1ccc(O)c(Nc2ncnc3ccccc23)c1 | 0 | i | i | i | 1 | i | -3 | 2 | i | i | i
Cc1c(C(=O)O)oc2ccc3c(c12)C(O)CC(C)(C)O3 (stereo not drawn) | -2 | i | i | i | -1 | i | -11 | -1 | i | i | i
CCOc1ccc(OCCCC(=O)NC2=NCCS2)cc1 | -2 | nt | i | i | 0 | i | -14 | 2 | i | i | i
Cc1nc(-c2ccc(-n3nncc3-c3ccco3)cc2)cs1 | -1 | i | i | i | -8 | i | -9 | 0 | i | i | i
CCOC(=O)C(Oc1ccc(=O)n(-c2ccccc2)n1)C(C)=O (stereo not drawn) | 1 | nt | i | i | nt | i | -13 | 4 | i | i | i
O=c1c2ccccc2oc2nc3n(c(=O)c12)CCCS3 | 1 | i | i | i | 20 | i | -1 | -5 | i | i | i
CC1=CC(C)[C@@H]2COC(c3ccc(O)cc3)[C@H]1C2C (stereo partly drawn) | 0 | i | i | i | 5 | i | -8 | -2 | i | i | i
Cc1ccc(Nc2nc(C(=O)NCc3ccco3)cs2)cc1 | 3 | i | i | i | 4 | i | -13 | 1 | i | i | i
O=C(CCSCc1cccc(F)c1)NCCc1ccccc1 | -1 | i | i | i | 2 | i | -5 | 1 | i | i | i
CCOc1ccccc1CN1CCN(C2CCC2)CC1CCO (stereo not drawn) | -1 | i | i | i | -4 | i | -7 | 2 | i | i | i
C=C1CSc2nc(=O)c3c4c(sc3n21)CCC4 | 1 | i | i | i | 5 | i | -16 | 1 | i | i | i
COc1ccc(Nc2cc(C)nc3c(C)cccc23)cc1OC | 2 | i | i | i | 2 | i | -10 | -2 | i | i | i
CCCCC1CCC(c2nc(-c3cccnc3)no2)CC1 (stereo not drawn) | -1 | i | i | i | 1 | i | -10 | 1 | i | i | i
CC(C)(C)C(=O)Nc1cccc2[nH]ncc12 | 0 | i | i | i | nt | i | -8 | nt | i | i | i
CCN(CC)Cc1c(O)ccc2c(C)c(CC(=O)OC)c(=O)oc12 | -3 | i | i | i | 6 | i | -8 | -1 | i | i | i
COc1ccc(/C=N/NC(=O)CCc2nc3ccccc3[nH]2)cc1 | -1 | i | i | i | 7 | i | -10 | -3 | i | i | i
COc1ccc2nc(NC(=O)c3cccnc3SC)sc2c1 | 1 | i | i | i | 40 | i | -8 | 1 | i | i | i
COc1ccc(Cl)cc1S(=O)(=O)N1CCN(Cc2ccc3c(c2)OCO3)CC1 | 1 | nt | i | i | 2 | i | -14 | -5 | i | i | i
COc1ccc(C(=O)NCC(=O)NCCc2c[nH]c3ccccc23)cc1OC | -1 | i | i | i | -1 | i | -3 | 0 | i | i | i
N#C/C(=C\C=C\c1ccccc1[N+](=O)[O-])C(=O)NCc1ccccc1 | -1 | i | i | i | 1 | i | -14 | 2 | i | i | i
COc1ccc(OCC(O)Cn2c(N3CCCCC3)nc3c2c(=O)n(C)c(=O)n3C)cc1 (stereo not drawn) | -1 | i | i | i | -4 | i | -16 | -6 | i | i | i
COCCCNC(=O)CN1CCN(Cc2ccc(Cl)cc2)C1=O | -2 | i | i | i | -4 | i | -5 | 8 | i | i | i
CC(C)Cn1c(N)c(C(=O)COC(=O)Cc2cccs2)c(=O)n(C)c1=O | 4 | i | i | i | 6 | i | -14 | 1 | i | i | i
CC(C)CC(NC(=O)OC(C)(C)C)C(=O)NC(C(=O)NC(C)C(N)=O)C(C)C (stereo not drawn) | -1 | i | i | i | 6 | i | -2 | -1 | i | i | i
O=c1nc(-c2ccccc2)nc(-c2ccccc2)[nH]1 | -3 | i | i | i | 15 | i | -6 | 3 | i | i | i
Cn1c(SCc2nnc3n2CCCCC3)nc2ccccc21 | -1 | i | i | i | nt | i | -1 | 3 | i | i | i
COc1cccc(NC(=O)C/C(C)=N/NC(=O)C2CCCCC2)c1 | 1 | i | i | i | -1 | i | -8 | -2 | i | i | i
CC1CCCCN1C(=O)/C(=C\c1ccccc1)c1ccccc1 (stereo not drawn) | -6 | i | i | i | -1 | i | -10 | 2 | i | i | i
COc1cc(NS(=O)(=O)c2ccc(NC(=O)CCC(=O)O)cc2)nc(OC)n1 | -1 | i | i | i | -2 | i | -1 | 5 | i | i | i
CCCCn1c(NCc2ccccc2NS(=O)(=O)c2ccc(C)cc2)nc2ccccc21 | -3 | i | i | -7.1* | 7 | 7* | -2 | 0 | i | i | i
COc1ccc(C(=O)Nc2cc(OC)c(NC(=O)c3ccco3)cc2OC)cc1 | -2 | i | i | i | nt | i | -1 | -1 | i | i | i
CCNC(=S)N(Cc1ccc2c(c1)OCO2)C1CC(=O)N(c2ccc(F)cc2)C1=O (stereo not drawn) | -1 | i | i | i | 4 | i | -15 | -1 | i | i | i
O=C(CCN1C(=O)c2ccccc2S1(=O)=O)Nc1ccc(F)c([N+](=O)[O-])c1 | -2 | i | i | i | -5 | i | -2 | 2 | i | i | i
CCOc1ccc(-c2nc(C#N)c(N3CCOCC3)o2)cc1 | -1 | i | i | i | 1 | i | -3 | -1 | i | i | i
Cc1c(N(C)S(=O)(=O)c2cc(C(=O)NCC3CCCO3)ccc2Cl)c(=O)n(-c2ccccc2)n1C (stereo not drawn) | -1 | i | i | i | 15 | i | -8 | 12 | i | i | i
Next part.
SMILES | GSK3 alpha inh | PolyA inh | RGS4 pot | KCNK9 inh | DYRK1A inh | KCNQ1 inh | hERG rescue | GSK3beta inhib | KCNQ1 pot | KCNK3 inh | RGS4 block
O=S(=O)(NC1CCCC1)c1ccccc1Cl | 2 | i | i | i | -10 | i | -18 | 5 | i | i | i
CC1(C)Cc2ccccc2C(NNC(=O)c2ccncc2)=N1 | 5 | i | i | i | -8 | i | -3 | 2 | i | i | i
CCN(CC)CCNC(=O)c1ccccn1 | 2 | i | i | i | -5 | i | -8 | 5 | i | i | i
COCC(=O)Nc1cc(C(=O)Nc2cccc(C)c2C)ccc1Cl | -4 | i | i | i | nt | i | 0 | -1 | i | i | i
Cc1nc2c(c(C)nn2-c2ccccc2)c(C)c1C | 17 | i | i | i | 2 | i | -14 | -24 | i | i | i
CC(O)CNc1nc2ccccc2n1CC(=O)NC12CC3CC(CC(C3)C1)C2 (stereo not drawn) | nt | i | i | i | 1 | i | -1 | 1 | i | i | i
CCn1c(-c2ccc(Cl)cc2)n[nH]c1=S | 0 | i | i | i | 5 | i | -3 | 2 | i | i | i
COc1ccc(CNS(=O)(=O)CCNC(=O)c2cccc(OC)c2)cc1 | -3 | i | i | i | nt | i | -10 | -3 | i | i | i
COC(=O)CCC(=O)Nc1ccc(S(=O)(=O)Nc2nc(C)cc(C)n2)cc1 | -3 | nt | i | i | -6 | i | -6 | -1 | i | i | i
CCN(CC)C(=O)c1sc(N)c(C#N)c1C | 1 | i | i | i | 5 | i | 4 | 1 | i | i | i

The list is partial; the hit share may differ from the screen's.
